OX1R antag-1 = blocks the human orexin 1 receptor; O43613; CHO/OX1R cells, Fluo-8 calcium fluorescence, orexin A; inhibition, % at 5 µM; hit rate 0.43% among 330,000; AID 434989;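 active = inhibition above its plate's threshold, mean inhibition of all tested compounds on the plate plus 3 SD, cut at about 37% in these data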;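 also: 0% = orexin A challenge wells and 100% = SB-334867-A antagonist wells; not every result past the cut was called active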
Target sequence (O43613 whole entry, looked up): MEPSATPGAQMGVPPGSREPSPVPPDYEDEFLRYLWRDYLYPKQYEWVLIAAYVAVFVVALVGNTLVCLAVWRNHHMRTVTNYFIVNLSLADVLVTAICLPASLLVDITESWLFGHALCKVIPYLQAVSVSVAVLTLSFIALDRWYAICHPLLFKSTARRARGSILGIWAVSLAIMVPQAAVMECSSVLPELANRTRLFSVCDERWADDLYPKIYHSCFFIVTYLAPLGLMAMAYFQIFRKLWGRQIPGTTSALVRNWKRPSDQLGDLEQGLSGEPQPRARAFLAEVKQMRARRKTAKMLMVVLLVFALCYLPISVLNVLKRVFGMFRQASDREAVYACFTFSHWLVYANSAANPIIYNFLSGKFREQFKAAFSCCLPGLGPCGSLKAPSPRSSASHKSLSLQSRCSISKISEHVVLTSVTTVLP
OX1R antag-2 = blocks the human orexin 1 receptor | O43613 | OX1R-expressing cells, FRET antagonist read-out | inhibition, % at 6.6 µM | hit rate 1.8% among 330,000 | AID 485270; in the data active = inhibition mostly above about 38%, no sharp cut-off; inactive = mostly below about 40%;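 also: 0% = agonist challenge alone and 100% = reference antagonist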
Numbers without * were called inactive.

Results for O=[N+]([O-])c1ccccc1S(=O)(=O)Nc1cccnc1 ?
OX1R antag-1: -13.0; OX1R antag-2: 8.6

What do the screens show for `Oc1ccc(-c2csc(-c3cccnc3)n2)cc1O`?
OX1R antag-1: -18.8; OX1R antag-2: 9.9

How did CC(C)CC(c1nnnn1C1CCCCC1)N1CCN(c2ncccn2)CC1 (configuration not stated) do in these assays?
OX1R antag-1: -24.0; OX1R antag-2: 9.2

Results for O=C(Cn1cc(C(=O)C(F)(F)F)c2cc(Br)ccc21)N1CCOCC1 ?
OX1R antag-1: -23.3; OX1R antag-2: 9.4

How did COc1cccc(C(=O)NC2CC(C)(C)Cc3c2cnn3-c2cccc(F)c2)c1OC (configuration not stated) do in these assays?
OX1R antag-1: -15.7; OX1R antag-2: 10.8

Results for CCOC(=O)N1CCN(S(=O)(=O)c2cc(Br)cc3c2N(C(C)=O)C(C)C3)CC1 (configuration not stated) ?
OX1R antag-1: -13.4; OX1R antag-2: 15.3

How did Cc1ccc(SCC(=O)OCC(=O)N(CC(C)C)C2CCS(=O)(=O)C2)cc1C (configuration not stated) do in these assays?
OX1R antag-1: -25.7; OX1R antag-2: 15.1

Results for CC(=O)Oc1ccc(N2C(=O)CCC2=O)cc1 ?
OX1R antag-1: -12.7; OX1R antag-2: 27.3

What do the screens show for `CN(C(=O)CSc1nc2c(cnn2-c2ccccc2)c(=O)[nH]1)C1CCS(=O)(=O)C1` (configuration not stated)?
OX1R antag-1: -3.9; OX1R antag-2: 8.9

Results for CCS(=O)(=O)c1nc(S(=O)(=O)c2ccc(C)cc2)c(N2CCCC(C)C2)s1 (configuration not stated) ?
OX1R antag-1: -14.4; OX1R antag-2: 9.7

How did O=C(O)CSc1cc(NS(=O)(=O)c2ccc(Cl)cc2)c2ccccc2c1O do in these assays?
OX1R antag-1: -15.1; OX1R antag-2: 21.7

Results for O=S(=O)(O)c1cccc2c(N=Nc3ccc(O)c4ncccc34)cccc12 ?
OX1R antag-1: -0.7; OX1R antag-2: -6.4

Results for COC(=O)c1ccc2c(=O)n(CCCN3CCCC3=O)c(=S)[nH]c2c1 ?
OX1R antag-1: -18.0; OX1R antag-2: 4.4

How did COc1ccc(CNCC(O)(c2ccc(F)cc2)c2ccc(F)cc2)cc1OC do in these assays?
OX1R antag-1: -28.5; OX1R antag-2: -5.4

Results for C1CN(CCN2CCOCC2)CCN1 ?
OX1R antag-1: 5.9; OX1R antag-2: -1.0

What do the screens show for `CN1CCN(C(=O)c2ccc(-c3ccccc3)cc2)CC1`?
OX1R antag-1: -5.3; OX1R antag-2: -0.4

What do the screens show for `Cc1cccc(-n2ncc3c2CCCC3NC(=O)c2ccc[n+]([O-])c2)c1C` (configuration not stated)?
OX1R antag-1: -16.6; OX1R antag-2: 5.4

What do the screens show for `Cc1ccccc1CN1CCN(CC(=O)NCc2ccccc2)CC1`?
OX1R antag-1: -16.0; OX1R antag-2: 5.0

How did O=C(COc1ccc(Cl)cc1)N/N=C/CCc1ccccc1 do in these assays?
OX1R antag-1: -14.2; OX1R antag-2: 9.6

Results for C#CCOc1ccc(Br)cc1C(c1c(C)[nH][nH]c1=O)c1c(C)[nH][nH]c1=O ?
OX1R antag-1: -7.0; OX1R antag-2: -2.5

Among those listed so far, these contain an aryl methoxy group:
How did COc1cccc(C(=O)NC2CC(C)(C)Cc3c2cnn3-c2cccc(F)c2)c1OC (configuration not stated) do in these assays?
OX1R antag-1: -15.7; OX1R antag-2: 10.8

How did COc1ccc(CNCC(O)(c2ccc(F)cc2)c2ccc(F)cc2)cc1OC do in these assays?
OX1R antag-1: -28.5; OX1R antag-2: -5.4

Later entries:
What do the screens show for `CC(C)COc1ccc(-c2nnc(-c3ccco3)o2)cc1`?
OX1R antag-1: -23.6; OX1R antag-2: 8.1

How did Cn1c(SCc2nc3ccccc3[nH]2)nnc1-c1cccnc1 do in these assays?
OX1R antag-1: -9.5; OX1R antag-2: 3.9

Results for CCOc1ccc(NC(=O)c2ccc(NC(=S)NC3CCCCC3)cc2)cc1 ?
OX1R antag-1: -10.2; OX1R antag-2: 9.0

Results for COc1cccc(C(=O)Nc2nnc(C3CCCO3)s2)c1 (configuration not stated) ?
OX1R antag-1: -28.4; OX1R antag-2: 10.1

How did O=C(NC1CCN(Cc2ccccc2)CC1)C(NS(=O)(=O)c1cccc2nsnc12)c1ccccc1 (configuration not stated) do in these assays?
OX1R antag-1: -36.1; OX1R antag-2: 76.5

Results for O=C(NCc1ccccc1)C1=C[C@@H](c2csc3ccccc23)C[C@@H](OCc2ccc(CO)cc2)O1 ?
OX1R antag-1: -9.7; OX1R antag-2: 14.4

Results for Nc1c(C(=O)O)nnn1Cc1ccccc1 ?
OX1R antag-1: -7.5; OX1R antag-2: 7.6

How did Cc1ccc(C(=O)N/N=C\c2ccc(OC(=O)c3cccs3)cc2)cn1 do in these assays?
OX1R antag-1: -20.8; OX1R antag-2: 14.4

How did CN1CCN(Cc2c(O)ccc3c(-c4ccccc4)cc(=O)oc23)CC1 do in these assays?
OX1R antag-1: -9.3; OX1R antag-2: 23.8

Results for Nn1c(Cc2cccc3ccccc23)nnc1SCCOc1ccc(F)cc1 ?
OX1R antag-1: 4.1; OX1R antag-2: 11.7

How did O=C(O)CC1S/C(=N/N=C/C=C/c2ccccc2[N+](=O)[O-])NC1=O (configuration not stated) do in these assays?
OX1R antag-1: -3.0; OX1R antag-2: 15.8

What do the screens show for `Cc1nc([N+](=O)[O-])cn1CC(=O)c1ccc(Cl)cc1`?
OX1R antag-1: -10.8; OX1R antag-2: 2.7

What do the screens show for `CCn1c(NC(=O)c2ccc(COc3ccc(C)cc3[N+](=O)[O-])o2)nc2ccccc21`?
OX1R antag-1: -19.6; OX1R antag-2: 8.2

What do the screens show for `CCc1ccc2c(c1)C(C)=CC(C)(C)N2`?
OX1R antag-1: -16.4; OX1R antag-2: 11.1

What do the screens show for `O=C(Nc1cccc(S(=O)(=O)N2CCCC2)c1)c1cccnc1`?
OX1R antag-1: -4.9; OX1R antag-2: -5.5

What do the screens show for `CN(Cc1ccc(F)cc1)Cc1nc(CCc2ccccc2)no1`?
OX1R antag-1: -21.4; OX1R antag-2: 6.9

How did CCOc1ccc(N(CC(=O)NCc2ccc(Cl)cc2)S(=O)(=O)c2ccccc2)cc1 do in these assays?
OX1R antag-1: -15.5; OX1R antag-2: 7.9

What do the screens show for `CC1=NN2C(=N)/C(=C\c3cc(C)n(Cc4ccccc4)c3C)C(=O)N=C2S1`?
OX1R antag-1: -3.1; OX1R antag-2: 21.9

What do the screens show for `CCC(C)NS(=O)(=O)c1ccc(NC(=O)CCC2CCCCC2)cc1` (configuration not stated)?
OX1R antag-1: -12.6; OX1R antag-2: 3.5

What do the screens show for `COc1ccc(C(=O)N2CC3(CC(c4cccc(NC(=O)COc5ccc(Cl)cc5)c4)=NO3)C[C@@H]2C(N)=O)cc1` (some centres not stated)?
OX1R antag-1: -11.2; OX1R antag-2: 20.7

What do the screens show for `CC(C)(C)c1nc(SCC(=O)Nc2nc3c(s2)CCCC3)c2ccccc2n1`?
OX1R antag-1: -4.6; OX1R antag-2: 9.4

What do the screens show for `CC(NCC1(N2CCOCC2)CCCCC1)C(=O)N1CCc2ccccc21` (configuration not stated)?
OX1R antag-1: -35.1; OX1R antag-2: 6.6

What do the screens show for `O=C(COc1ccc(Br)cc1)NCCNC(=O)c1ccccn1`?
OX1R antag-1: -16.6; OX1R antag-2: 8.8

What do the screens show for `CC(=O)Nc1ccc(C(=O)Nc2ccc(S(=O)(=O)N3CCCCC3)cc2)cc1`?
OX1R antag-1: -28.0; OX1R antag-2: 14.4

How did Cc1ccc2nc(-c3ccc(NC(=O)CN4CCN(c5ccccn5)CC4)cc3)sc2c1 do in these assays?
OX1R antag-1: -21.6; OX1R antag-2: 4.9

How did Cc1c(Cl)c([N+](=O)[O-])nn1Cc1ccc(C(=O)Nc2ccc(Cl)cn2)o1 do in these assays?
OX1R antag-1: -29.6; OX1R antag-2: 22.0

What do the screens show for `O=C(NCc1cccc(Cl)c1)c1ccc2nc[nH]c2c1`?
OX1R antag-1: -3.9; OX1R antag-2: 2.7

Results for CC(=O)c1cccc(S(=O)(=O)NC2CC2)c1 ?
OX1R antag-1: -0.9; OX1R antag-2: 11.5

How did Brc1ccc(N=Nc2ccc3ccccc3n2)cc1 do in these assays?
OX1R antag-1: -30.7; OX1R antag-2: 9.1

Results for Cc1cccc(C(=O)Nc2cccc(C(=O)N/N=C/c3cccc(C)n3)c2)c1 ?
OX1R antag-1: -27.8; OX1R antag-2: 9.2

Results for COc1ccc(NC(=O)CCC(=O)Nc2cc(OC)c(NC(=O)c3cccs3)cc2OC)cc1 ?
OX1R antag-1: -33.0; OX1R antag-2: 5.5

How did COc1cc(NC(=O)COc2cc(O)c3c(c2)OC(C)(C)CC3=O)cc(OC)c1 do in these assays?
OX1R antag-1: -6.8; OX1R antag-2: 8.1

What do the screens show for `O=C(O)C1CC=CCC1C(=O)Nc1ccccc1Cl` (configuration not stated)?
OX1R antag-1: -12.8; OX1R antag-2: 8.1

Results for O=Cc1c(NCc2ccccc2F)c2ccccc2[nH]c1=O ?
OX1R antag-1: -15.8; OX1R antag-2: 5.4

Results for O=C(N/N=C/C(Cl)=C/c1ccc([N+](=O)[O-])cc1)C(=O)Nc1cccc(C(=O)O)c1 ?
OX1R antag-1: -16.5; OX1R antag-2: 65.8*

Results for COc1cc(C2NC(=O)NC(C)=C2C(=O)OCC2CCCO2)ccc1O (configuration not stated) ?
OX1R antag-1: -11.9; OX1R antag-2: 22.6

How did CCOC(=O)CC(=O)CSc1ccc2nnc(-c3ccc(F)cc3)n2n1 do in these assays?
OX1R antag-1: -19.4; OX1R antag-2: 16.8

How did COc1ccccc1NS(=O)(=O)c1ccc2[nH]c(=O)[nH]c2c1 do in these assays?
OX1R antag-1: -20.3; OX1R antag-2: 11.3

What do the screens show for `CC(=O)N1c2ccc(S(=O)(=O)N3CCC(C(=O)NC4CCC(C)CC4)CC3)cc2CC1C` (configuration not stated)?
OX1R antag-1: -33.4; OX1R antag-2: 5.5

Results for COc1ccccc1-c1sc2ccccc2c1-c1ccc2c(c1)OCO2 ?
OX1R antag-1: -30.6; OX1R antag-2: 31.7

How did CN(C)C(CNS(=O)(=O)c1cc([N+](=O)[O-])ccc1Cl)c1ccco1 (configuration not stated) do in these assays?
OX1R antag-1: -10.6; OX1R antag-2: 22.2

Results for O=C1CCCN1C(=O)CSc1nnnn1-c1cccc(F)c1 ?
OX1R antag-1: -0.5; OX1R antag-2: 1.9

How did Cc1cccc2cc(CN(C(=O)c3cccc([N+](=O)[O-])c3)C(C)C)c(=O)[nH]c12 do in these assays?
OX1R antag-1: -16.0; OX1R antag-2: 28.7

How did Cc1ccc(NC(=S)NCCCN2CCOCC2)cc1 do in these assays?
OX1R antag-1: -10.3; OX1R antag-2: 4.6

Results for COc1ccc(/C=N\NC(=O)c2ccc([N+](=O)[O-])c(C)c2)cc1COc1ccccc1C(N)=O ?
OX1R antag-1: -20.6; OX1R antag-2: 32.5

How did CC(C)C(=O)Nc1c(C(=O)N2CCN(c3ncccn3)CC2)oc2ccccc12 do in these assays?
OX1R antag-1: -15.0; OX1R antag-2: 18.4

How did O=C(CN1CCN(c2ccccn2)CC1)Nc1ccc2ccccc2c1 do in these assays?
OX1R antag-1: -11.2; OX1R antag-2: 24.7

How did c1ccc(-c2cn3cccnc3n2)cc1 do in these assays?
OX1R antag-1: -2.5; OX1R antag-2: 1.3

How did Cc1ccnc(NCc2c(O)ccc3ccccc23)c1 do in these assays?
OX1R antag-1: -20.8; OX1R antag-2: 4.9

What do the screens show for `Cc1ccc2nc(C)cc(Nc3ccc([N+](=O)[O-])cc3)c2c1`?
OX1R antag-1: -17.3; OX1R antag-2: 17.0

What do the screens show for `Cc1ccc(N(CC(O)CN2CCCCC2)S(=O)(=O)c2ccc(C)cc2)cc1` (configuration not stated)?
OX1R antag-1: -30.2; OX1R antag-2: 0.0

What do the screens show for `CCOc1ccc(S(=O)(=O)N(C)c2ccc(OCC(=O)OCc3c(C)noc3C)cc2)cc1`?
OX1R antag-1: -15.8; OX1R antag-2: 7.7

How did CCCOc1ccc(/C=C/C(=O)NCc2ccccc2)cc1 do in these assays?
OX1R antag-1: -16.8; OX1R antag-2: 9.9

Results for COc1ccc(Cl)cc1/C=C1/C(=O)ON=C1C ?
OX1R antag-1: 4.3; OX1R antag-2: -0.7

Results for O=c1oc2cc([N+](=O)[O-])ccc2nc1/C=C(O)/C=C/c1ccccc1 ?
OX1R antag-1: -5.7; OX1R antag-2: 18.2

Results for Cc1ccc(Cl)cc1NC(=O)COC(=O)C1CCCC1 ?
OX1R antag-1: -11.9; OX1R antag-2: 11.0

Results for COc1ccc(Br)cc1/C=N/NC(=O)CN1CCN(Cc2ccccc2)CC1 ?
OX1R antag-1: -42.1; OX1R antag-2: 4.8

How did CCC(=O)N(CCc1ccc(S(N)(=O)=O)cc1)C1CC(=O)N(c2ccc(OC)cc2)C1=O (configuration not stated) do in these assays?
OX1R antag-1: -1.3; OX1R antag-2: 17.7

Results for C/C(=N\NC(=O)C(=O)Nc1cc(C)ccc1C)c1ccncc1 ?
OX1R antag-1: -14.2; OX1R antag-2: 16.6

How did COc1oc(-c2ccccc2C)nc1C(F)(F)F do in these assays?
OX1R antag-1: -14.5; OX1R antag-2: 19.9

Results for CC(=O)N1CCN(S(=O)(=O)c2ccc(S(=O)(=O)NC3CC3)cc2)CC1 ?
OX1R antag-1: 0.2; OX1R antag-2: 7.6

Compounds from the list above containing a thiophene ring, fused or not, in the order listed:
Results for O=C(NCc1ccccc1)C1=C[C@@H](c2csc3ccccc23)C[C@@H](OCc2ccc(CO)cc2)O1 ?
OX1R antag-1: -9.7; OX1R antag-2: 14.4

How did Cc1ccc(C(=O)N/N=C\c2ccc(OC(=O)c3cccs3)cc2)cn1 do in these assays?
OX1R antag-1: -20.8; OX1R antag-2: 14.4

Results for COc1ccc(NC(=O)CCC(=O)Nc2cc(OC)c(NC(=O)c3cccs3)cc2OC)cc1 ?
OX1R antag-1: -33.0; OX1R antag-2: 5.5

Results for COc1ccccc1-c1sc2ccccc2c1-c1ccc2c(c1)OCO2 ?
OX1R antag-1: -30.6; OX1R antag-2: 31.7
